Screening results from PubChem.
C-LANA FP: inhibitors of KSHV C-LANA binding to DNA, primary screen, biochemical, fluorescence polarization, FAM-LBS DNA, MBP-C-LANA, single point; inhibition, % at 9 µM; AID 504423, 2011; actives 0.078% (n = 340,000); Kaposi's sarcoma herpesvirus LANA C-terminal domain (residues 932-1162) DNA binding;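 active = highest replicate inhibition at or above 60% at 9 µM, even if other replicates fall short; inactive = all replicates below 60% inhibition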;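 note: 0% = neutral control wells and 100% = 4 µM acridine orange control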
OPRM1-OPRD1 ag: agonists of OPRM1-OPRD1 heterodimerization, primary screen, cell-based, luminescence; Mu-type opioid receptor (Homo sapiens) + Delta-type opioid receptor (Homo sapiens), …; cells; activation, % at 9.3 µM; actives 0.3% (n = 340,000); in the data active = activation above about 18%;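 note: 0% = vehicle-treated cells and 100% = reference agonist; values of inactives mirror those of a sister screen read the other way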
cardiac RTF act: cardiac RTF calcium sensitivity activators, primary screen, biochemical, IANBD-TnC fluorescence, EC20 calcium; Troponin I, cardiac muscle (Homo sapiens) + Troponin T, cardiac muscle (Homo sapiens) + …; IANBD-labeled TnC RTF fluorescence at EC20 calcium; 0% EC20 calcium, 100% full calcium; activation, % at 7.2 µM; actives 0.24% (n = 340,000); AID 493008, 2010;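 active = activation above the mean over all tested compounds plus 3 SD, cut at about 30% in these data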;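 note: rise in fluorescence read as greater calcium sensitivity of cardiac thin filaments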
OPRM1-OPRD1 inv: inverse agonists of MOR-DOR heterodimerization, primary screen, cell-based, luminescence. Mu-type opioid receptor (Homo sapiens) + Delta-type opioid receptor (Homo sapiens), …. cell-based MOR-DOR heterodimer luminescence, inverse agonism. inhibition, % at 9.3 µM. actives 0.21% (n = 340,000). AID 504357, 2011; in the data active = inhibition above about 22%, passing the limit was not always enough;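 note: 0% = cells with DMSO and 100% = wells without cells with DMSO; values of inactives mirror those of a sister screen read the other way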
HTR5A ag ctr: HTR5A agonists in luminescence cell assay, primary screen, counter-screen for OPRM1-OPRD1 heterodimer agonist project, full-deck HTS; actives 0.61% (n = 340,000); cell-based; AID 504692, 2011; activation, % at 9.3 µM; in the data active = activation mostly above about 9.5%, no sharp cut-off; inactive = mostly below about 7.6%;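 note: 0% = cells with vehicle only and 100% = reference agonist; strong numbers were not always called active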
Target sequence (P47898 whole entry, looked up): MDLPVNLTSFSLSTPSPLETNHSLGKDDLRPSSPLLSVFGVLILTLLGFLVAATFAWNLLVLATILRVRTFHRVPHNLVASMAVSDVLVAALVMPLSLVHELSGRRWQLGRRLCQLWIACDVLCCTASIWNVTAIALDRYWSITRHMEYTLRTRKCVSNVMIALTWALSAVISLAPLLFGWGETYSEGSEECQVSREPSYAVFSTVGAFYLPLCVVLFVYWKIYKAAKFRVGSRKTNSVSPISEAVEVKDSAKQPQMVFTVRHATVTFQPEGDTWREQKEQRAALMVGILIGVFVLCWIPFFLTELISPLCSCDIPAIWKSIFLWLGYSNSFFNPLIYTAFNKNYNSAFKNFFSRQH
Keap1 Nrf2 FP: Keap1-Nrf2 protein-protein interaction inhibitors, primary screen, biochemical, fluorescence polarization, single point | Keap1 Kelch-Nrf2 peptide fluorescence polarization, 1536-well | inhibition, % at 9.4 µM | actives 0.15% (n = 340,000); in the data active = inhibition above about 12%; inconclusive = no clear call, values can overlap the other calls; inactive = below about 7.3%;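 note: human Keap1 Kelch domain with fluorescein labeled Nrf2 9mer peptide probe; 0% = neutral control wells and 100% = peptide positive control; higher means more block of Keap1 binding to Nrf2 peptide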
Target sequence (Q14145 whole entry, looked up, the tested form may be a part): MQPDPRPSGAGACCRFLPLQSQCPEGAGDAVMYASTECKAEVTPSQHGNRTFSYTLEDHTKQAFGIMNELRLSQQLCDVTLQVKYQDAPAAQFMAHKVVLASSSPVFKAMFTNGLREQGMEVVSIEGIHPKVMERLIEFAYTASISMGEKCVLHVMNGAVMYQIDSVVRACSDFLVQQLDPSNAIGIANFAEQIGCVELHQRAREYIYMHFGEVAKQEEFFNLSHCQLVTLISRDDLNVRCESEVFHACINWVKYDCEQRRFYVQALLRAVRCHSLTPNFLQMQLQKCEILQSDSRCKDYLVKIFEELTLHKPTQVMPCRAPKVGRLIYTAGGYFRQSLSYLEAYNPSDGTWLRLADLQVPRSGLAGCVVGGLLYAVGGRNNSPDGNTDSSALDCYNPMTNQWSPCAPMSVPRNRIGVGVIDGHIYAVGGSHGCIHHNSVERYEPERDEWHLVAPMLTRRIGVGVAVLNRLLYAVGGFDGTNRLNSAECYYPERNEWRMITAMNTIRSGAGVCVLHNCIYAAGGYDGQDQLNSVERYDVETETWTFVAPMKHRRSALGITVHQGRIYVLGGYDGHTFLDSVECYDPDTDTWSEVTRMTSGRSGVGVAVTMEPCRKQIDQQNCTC
V-ATPase pH: regulators of yeast V-ATPase proton pumping, primary screen, pHLuorin cytosolic pH fluorescence; AID 504577, 2011; S. cerevisiae; response, % at 10 µM; actives 0.37% (n = 350,000); in the data active = response mostly above about 7.3%, no sharp cut-off; inactive = mostly below about 5.4%; note: actives read high; inactives centre near 0; some compounds called inactive have numbers as strong as hits; reference of the scale not given here
Cardiac RTF inh: cardiac RTF calcium sensitivity inhibitors, primary screen, biochemical, IANBD-TnC fluorescence, EC70 calcium; actives 0.12% (n = 340,000); AID 493244, 2011; inhibition, % at 7.15 µM; IANBD-labeled cardiac RTF, Ca2+ fluorescence;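 active = inhibition above the mean inhibition of all tested compounds plus 3 SD, cut at about 17% in these data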;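 note: assay run at fixed EC70 calcium of 1.6 mM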
CAL-PDZ inh HTS: untagged CAL PDZ binding inhibitors, primary screen, biochemical, fluorescence polarization, HTS | inhibition, % at 24.9 µM | purified CAL PDZ, TMR-peptide fluorescence polarization, 1 h | AID 602252, 2012 | actives 0.92% (n = 300,000);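 active = mean inhibition of at least 30% with at least half of replicates also reaching 30%; inconclusive = no clear call, values can overlap the other calls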;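 note: 0% = DMSO neutral control and 100% = excess unlabeled competitor peptide PRC23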
HTR5A inv ctr: HTR5A inverse agonists in luminescence cell assay, primary screen, counter-screen for OPRM1-OPRD1 heterodimer inverse agonist project, full-deck HTS; actives 0.083% (n = 340,000); AID 504634, 2011; HTR5A cell line, inverse agonism; inhibition, % at 9.3 µM; in the data active = inhibition mostly above about 23%, no sharp cut-off; inactive = mostly below about 18%;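 note: 0% = cells with DMSO and 100% = no-cell wells with DMSO; some compounds called inactive have numbers as strong as hits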
Numbers without * were called inactive; ? = inconclusive; / = not tested or not shown; & = joins results of further samples.

SMILES	cardiac RTF act	C-LANA FP	Keap1 Nrf2 FP	HTR5A ag ctr	CAL-PDZ inh HTS	Cardiac RTF inh	OPRM1-OPRD1 inv	HTR5A inv ctr	V-ATPase pH	OPRM1-OPRD1 ag
CC1=C(O)C(=O)C(C2=C(O)C(=O)C(C)=C(O)C2=O)=C(O)C1=O	-5	61*	-2	4	2	8	10	25	3	-1.9
CS(=O)(=O)N1CCCC(C(=O)NC2CCCCCCC2)C1 (configuration not stated)	-2	2.9	-1	2	5	-1	3	5	-1	-0.5
Cc1cc(-c2ccccc2)nc(N2CCC(C(=O)NC34CC5CC(CC(C5)C3)C4)CC2)n1	8	0.0	0	-8	-2	5	15	-8	-2	-2.4
CNc1cccc2c1C(=O)c1ccccc1C2=O	-2	1.4	-1	2	2	-3	-21	-5	-4	3.6
CC1CCCC(NC(=O)CN2CCN(Cc3ccc(Cl)cc3)C2=O)C1C (configuration not stated)	-6	-0.3	-3	1	0	-7	-5	6	-3	1.2
CC(C)(C)c1ccc(C(=O)N2CCCN(c3ccc([N+](=O)[O-])cn3)CC2)cc1	-1	-0.4	1	1	-4	-2	-20	-3	-2	4.1
COCC(=O)Nc1ccc(N2CCOCC2)c(S(=O)(=O)Nc2ccc(OC)cc2)c1	-3	0.2	1	0	?	-4	0	0	2	0.0
COC(=O)c1ccc(C2NC(=O)NC(C)=C2C(=O)N(C)C)cc1 (configuration not stated)	-3	-1.0	-5	7	-3	-2	11	-17	1	-1.9
Cc1ccc(N2C(=O)C3ON(c4ccccc4)C(c4ccncc4)C3C2=O)cc1 (configuration not stated)	0	-0.1	-2	0	/	-5	14	-12	0	-2.8
O=C(N/C(=C\c1ccc(Cl)cc1)C(=O)N1CCOCC1)c1ccc([N+](=O)[O-])cc1	0	-1.8	-5	-2	-4	-6	-5	4	0	1.0
O=C(NCCNS(=O)(=O)c1ccccc1)c1ccc([N+](=O)[O-])cc1	-6	-2.0	-3	0	-2	-4	-9	0	-1	1.9
OCC[C@H]1C[C@@H](O)[C@H](O)[C@]2(Cc3ccccc3CCO2)O1	1	-0.2	-6	-1	0	-3	12	-12	-1	-2.2
CNC(=O)NC(=O)C(C)OC(=O)c1ccc(Cl)c(S(=O)(=O)Nc2ccc(F)cc2)c1 (configuration not stated)	7	0.0	-1	5	-3	-2	0	-27	-1	0.0
CCN1C(=O)c2cccc3c(S(=O)(=O)NCc4ccccc4)ccc1c23	-6	-1.5	-2	-5	1	2	16	12	-3	-4.1
CN(c1ccccc1)S(=O)(=O)c1cccc(NC(=O)CSc2ncn[nH]2)c1	-2	-0.8	3	2	-2	7	11	16	-4	-2.2
COC(=O)CCNc1n[nH]c(=O)[nH]c1=O	8	-0.8	-4	-2	-1	-6	5	4	0	-0.9
CN1C(=O)C2(c3ccccc31)N(C)CC(c1ccccc1)C21SC(=S)N(Cc2ccco2)C1=O (configuration not stated)	4	0.6	1	-1	-1	4	-4	-9	-5	0.8
CCOC(=O)c1cc(CC)sc1NC(=O)c1cccc(N2C(=O)CCC2=O)c1	-5	0.3	-3	-8	2	1	16	19	6	-3.0
N#C/C(=C\Nc1ccc(Cl)cn1)S(=O)(=O)c1ccccc1	2	-0.5	-2	8	-2	2	7	-13	2	-1.3
COc1cccc(NC(=O)Nc2cnccn2)c1	-5	0.0	-3	1	-10	2	18	7	1	-3.6

SMILES	cardiac RTF act	C-LANA FP	Keap1 Nrf2 FP	HTR5A ag ctr	CAL-PDZ inh HTS	Cardiac RTF inh	OPRM1-OPRD1 inv	HTR5A inv ctr	V-ATPase pH	OPRM1-OPRD1 ag
Cc1cn(-c2cc(C(=O)Nc3ccc(C)c(NC(=O)C(=O)c4c[nH]c5ccccc45)c3)cc(C(F)(F)F)c2)cn1	2	-0.3	1	5	2	-10	8	-26	1&0	-1.3
COc1ccc2cnnc(SCC(=O)Nc3ccc(C(C)=O)cc3)c2c1OC	2	0.7	-2	4	-1	-17	12	1	0	-2.2
O=C(COC(=O)c1ccncc1)Nc1ccccc1	1	0.7	-3	12*	4	-8	3	-4	-3	-0.5
O=C(CSc1ncnc2sccc12)NC1CCS(=O)(=O)C1 (configuration not stated)	1	1.4	2	-1	-4	-2	6	3	-2	-1.1
CCOc1ncccc1C(=O)OCC(=O)c1ccc(OC)c(OC)c1	1	0.3	1	2	/	10	11	-19	2	-2.0
O=C(c1ccccc1F)N1CCN(C2CCC(c3ccccc3)CC2)CC1 (configuration not stated)	0	5.2	-4	4	-2	-7	-15	15	-1	3.3
CCn1c(SCC(=O)Nc2ccc3c(c2)OCO3)nc2c1c(=O)n(C)c(=O)n2C	-5	0.3	0	7	2	-4	13	-19	5	-2.4
CN[C@H](C)C(=O)NC[C@H]1O[C@@H](n2cnc3c(N)ncnc32)[C@H](O)[C@@H]1O	-3	1.9	-2	2	0	2	18	-9	1	-3.7
C=CCc1cccc(CNc2nc3ccccc3n2CC)c1O	-4	-0.8	5	-3	4	3	-21	-17	-4	3.7
CCn1c(SCC(=O)NNC(=O)c2ccc(C)cc2)nnc1-c1ccco1	/	-1.6	-5	/	7	/	/	/	0	/
CC1CCC(NC(=O)c2ccc(CNc3c(NC4CCCCC4)c(=O)c3=O)cc2)CC1 (configuration not stated)	2	1.5	0	4	/	1	20	-11	-2	-4.0
CC(C)(C)C(=O)CN1CCN(S(=O)(=O)c2ccc(F)cc2)CC1	-4	0.2	-2	0	2	-4	12	2	-3	-2.5
CCN(CC)Cc1c(C(=O)OC(C)C)nnn1-c1nonc1N	-4	0.8	-4	9	/	-4	-1	11	-2	0.3
Nc1c(C(=O)NCc2ccccc2)nnn1Cc1cccc(Cl)c1	0	-0.7	-4	-3	/	-4	7	8	5	-1.4
COc1ccc(Cn2c(-c3ccccc3C)nc3c(c(=O)c4ccccc4n3C)c2=O)cc1	-1	-1.7	-2	5	0	8	11	-15	0	-1.9
Cc1ccc(OCC(=O)Nc2cccc(C)n2)c(C)c1	2	1.0	-4	0	0	-7	3	-2	-1	-0.6
COc1ccc(C(C(=O)NC(C)(C)C)N(CCc2ccc(OC)c(OC)c2)C(=O)CCC(=O)Nc2cc(C)on2)cc1 (configuration not stated)	-12	1.1	3	4	0	5	-4	1	10	0.8
COc1ccc(NS(=O)(=O)c2cccc(C(=O)NNC(=O)c3ccc(C)o3)c2)cc1	-5	-1.0	0	-1	-7	-5	15	3	-1	-3.9
COc1ccc(C=NNc2ccc(S(=O)(=O)Nc3ccccc3C(=O)O)cc2[N+](=O)[O-])c(OC)c1	-10	30	6	-5	/	-2	17	12	1	-4.3
CC1CN(S(=O)(=O)c2ccc(NC(=O)c3cc(-c4ccccc4O)n[nH]3)cc2)CC(C)O1 (configuration not stated)	1	0.0	-4	3	0	3	2	-11	4	-0.3

SMILES	cardiac RTF act	C-LANA FP	Keap1 Nrf2 FP	HTR5A ag ctr	CAL-PDZ inh HTS	Cardiac RTF inh	OPRM1-OPRD1 inv	HTR5A inv ctr	V-ATPase pH	OPRM1-OPRD1 ag
COc1cccc(C2C(C(=O)c3sc(C)nc3C)=C(O)C(=O)N2CCN2CCOCC2)c1 (configuration not stated)	3	1.3	-5	4	0	-5	-2	-4	0	0.5
COc1ccc(S(=O)(=O)N(C)C[C@H]2Oc3ccc(NC(=O)Nc4ccccc4)cc3C(=O)N([C@H](C)CO)C[C@@H]2C)cc1	9	-1.2	-7	3	-4	1	14	-18	5	-2.6
CCN(CC)C(=O)c1ccc(S(=O)(=O)Cc2ccc(C)cc2)c([N+](=O)[O-])c1	-2	2.1	-4	-1	-4	-4	-13	4	1	2.8
COc1ccc(-c2nc3ccccc3o2)cc1NC(=O)CSc1ccc(Cl)cc1	-5	13	1	0	0	-9	7	7	1	-1.1
O=C(NCc1ccncc1)c1ccc(Br)o1	-5	-1.0	-2	-1	5	1	-7	-20	2	1.4
Cc1cccc(N(C(=O)Nc2ccccc2)C2=NCC(C)S2)c1 (configuration not stated)	3	-1.1	2	10	/	-6	-1	-31	1	0.1
COc1ccc(CN(C)S(=O)(=O)c2nnc(NC(=O)c3ccccc3Br)s2)cc1	-4	-0.7	-1	1	-7	-14	12	19	-3	-2.2
COc1ccc2c(c1)NC1(O)c3ccccc3C(=O)C21O (configuration not stated)	2	-0.6	-6	0	-1	1	9	0	0	-1.6
COc1ccc(C(=O)N2CCN(C3CCN(Cc4ccccc4)CC3)CC2)cc1OC	-3	-0.3	2	-4	-3	-2	2	10	-5	-0.5
O=C(Nc1ccc(NC(=O)c2ccccn2)cc1)C(=O)Nc1ccc2c(c1)OCCO2	-2	-4.9	-9	-3	-2	-9	11	7	0	-2.4
O=C(NCCSc1ccccc1)c1ccccc1Cl	0	0.2	-3	1	-5	-10	6	5	-5	-1.2
COc1ccc(OC)c(S(=O)(=O)N2CCC(C(=O)Nc3cc(C)ccc3C)CC2)c1	-3	-2.2	-3	5	-15	-14	4	-26	1	-0.7
CN(C(=O)NC(=O)C1=C(N2CCOCC2)/C(=C/c2ccccc2)CC1)S(C)(=O)=O	1	1.7	1	4	-12	-13	10	7	2	-1.7
CC1=C(C(=O)Nc2ccccn2)C(c2ccc(F)cc2)n2ncnc2N1 (configuration not stated)	0	-2.5	-7	12	3	4	-35	-31	4	5.6
Cc1ccc(C)c(NC2=NCC(=O)N2C2CCCCC2)c1	-2	0.2	-3	2	1	1	-1	-6	-1	0.1
Cc1ccc2nc(C)cc(N/N=C/c3cccnc3)c2c1	-4	0.8	-4	4	-9	8	15	-11	2	-2.6
CCCOc1ccc(-c2c(C(=O)N/N=C/C3CCCCC3)nnn2-c2nonc2N)cc1	-2	0.1	-4	-4	-4	-5	5	15	-5	-0.9
COc1cccc(C=NNC(=O)C2CC2)c1	-2	1.2	0	2	-2	-10	18	-8	0	-3.6
CC(OC(=O)c1ccc(Cl)c(S(=O)(=O)N2CCOCC2)c1)C(=O)Nc1ccc(S(N)(=O)=O)cc1 (configuration not stated)	0	-0.4	2	-2	-3	7	4	4	-1	-0.8
CC1CCCC(C)N1CCCNC(=O)C1CCCN(c2ncnc3c2nc2n3CCCCC2)C1 (configuration not stated)	-3	-3.2	-6	1	8	3	13	0	2	-2.5
O=C(/C(=C/c1ccccc1Cl)c1ccccc1)N1CCOCC1	2	0.5	-1	-3	-7	1	3	11	0	-0.5
